Phagocytosis inh: macrophage phagocytosis inhibition. J774A.1 macrophage IgG-bead phagocytosis, imaging. inhibition, % at 5 µM. actives 0.07% (n = 110,000);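 active = inhibition above the mean of the plate negative controls plus 5 SD, cut at about 13% in these data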;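 also: phagocytic index as fraction of beads internalized from green versus red external bead signal; plate controls were DMSO negative control for no effect and cytochalasin-D positive control for full effect; some results beyond the cut were filed as inactive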
Measles CPE: protection of cells from measles virus. Measles virus-infected cells, CPE protection, absorbance. protection (pct of control), % at 4 µM. actives 1.5% (n = 140,000). AID 841; in the data active = protection mostly above about 24%, no sharp cut-off; inactive = mostly below about 26%; also: some compounds called inactive have numbers as strong as hits
E-sel TNF inh: TNF alpha driven E-selectin expression inhibition. HUVEC TNFa-induced E-selectin immunofluorescence, high content. inhibition, % at 2 µM. actives 0.71% (n = 120,000). AID 1246;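 active = inhibition above the batch mean plus 3 SD, and confirmed as a hit on visual image review, cut at about 43% in these data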;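 also: 0% = TNF-stimulated DMSO wells and 100% = unstimulated control wells; not every result past the cut was called active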
MRP1 act: MRP-1 activation | H69AR cells + doxorubicin, viability rescue, CellTiter-Glo | viability increase, % at 10 µM | actives 0.61% (n = 140,000);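 active = viability gain under doxorubicin at or above a set limit, the compound median plus 3 SD, cut at about 4.7% in these data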;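 also: MRP-1 overexpressing cells given doxorubicin 25 µM after compound pretreatment; 18-22 h compound pretreatment then 72 h with doxorubicin before readout; 0% = doxorubicin-only wells and 100% = vehicle-treated cells without doxorubicin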
GALR2 blocker: blocks the human galanin receptor 2 | GALR2-expressing cells, antagonist mode | inhibition, % at 4 µM | actives 0.39% (n = 140,000) | AID 828; in the data active = inhibition above about 27%;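 also: cells stimulated with galanin 1-16 at roughly its EC80; 0% = agonist challenge control and 100% = basal control without agonist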
Target sequence (O43603 whole entry, looked up): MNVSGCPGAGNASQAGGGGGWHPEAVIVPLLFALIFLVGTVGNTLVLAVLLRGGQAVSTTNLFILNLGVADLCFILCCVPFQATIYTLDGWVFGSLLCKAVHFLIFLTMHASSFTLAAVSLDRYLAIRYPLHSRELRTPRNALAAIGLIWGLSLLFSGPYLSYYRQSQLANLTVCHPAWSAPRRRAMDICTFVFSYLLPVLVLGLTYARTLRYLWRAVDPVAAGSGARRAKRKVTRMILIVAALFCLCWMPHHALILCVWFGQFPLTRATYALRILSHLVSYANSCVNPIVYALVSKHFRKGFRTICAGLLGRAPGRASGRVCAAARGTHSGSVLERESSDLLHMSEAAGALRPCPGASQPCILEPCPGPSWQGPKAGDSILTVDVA
bCat KO growth: beta-catenin-lacking colon tumor cell growth suppression. HCT116 beta-catenin knockout viability, CellTiter-Glo, 60 h; hits give low values. viability, % at 10 µM. actives 1.5% (n = 140,000);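 active = viability at or under a set limit, the compound median less 4 SD, cut at about 6% in these data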;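 also: 0% = Hyamine 1622 control at 20 µM and 100% = untreated cell control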
PTEN del growth: PTEN-deleted cell growth suppression. HCT116 PTEN-null viability, CellTiter-Glo, 60 h; hits give low values. viability, % at 10 µM. actives 1.2% (n = 140,000);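 active = viability at or below a set limit, 4 SD under the median of all tested compounds, cut at about 3.7% in these data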;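 also: PTEN knockout HCT116 line with beta catenin targeted HCT116 as companion control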
BB579 growth dn: chemicals that inhibit yeast BB579 growth in restrictive medium (lifespan-shortening candidates); AID 804; actives 0.51% (n = 140,000); inhibition, % at 10 µM; S. cerevisiae BB579 growth, OD615, 48 h;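 active = inhibition above a set limit, 3 SD over the mean compound inhibition, cut at about 44% in these data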; also: inactives centre near -24
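System: DeaD yeast strain BB579; buffer or medium: CSMM-D dextrose restrictive medium; technique: OD at 615 nm; schedule: 4 h cell preincubation, 48 h compound exposure, 30 °C humidified; doses: single 10 µM dose; controls: amphotericin B 10 µg/mL, positive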
Yeast life ext: yeast lifespan extension; S. cerevisiae growth with nicotinamide, OD615; deaD strain in restrictive glucose medium; inhibition of the nicotinamide effect, % at 10 µM; actives 0.68% (n = 130,000); AID 775;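 active = inhibition above a set limit, placed 3 SD over the median of all compounds, cut at about 26% in these data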;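 also: 0% = nicotinamide-treated wells and 100% = cells grown without nicotinamide; some compounds called inactive have numbers as strong as hits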
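Test system – modified budding yeast, DeaD strain · Compound – single dose 10 µM compound, 0.25% DMSO · Times – culture preincubation 4 h, compound exposure 48 h, both 30 °C · Detection – optical density (absorbance) at 615 nm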
NPY Y2 blocker: NPY-Y2 (human) receptor antagonism; P49146; NPY-Y2 expressing cells, antagonist mode; inhibition, % at 2.7 µM; actives 0.99% (n = 140,000); in the data active = inhibition above about 17%;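 also: 0% = vehicle with agonist challenge and 100% = reference antagonist with challenge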
Target sequence (P49146 whole entry, looked up): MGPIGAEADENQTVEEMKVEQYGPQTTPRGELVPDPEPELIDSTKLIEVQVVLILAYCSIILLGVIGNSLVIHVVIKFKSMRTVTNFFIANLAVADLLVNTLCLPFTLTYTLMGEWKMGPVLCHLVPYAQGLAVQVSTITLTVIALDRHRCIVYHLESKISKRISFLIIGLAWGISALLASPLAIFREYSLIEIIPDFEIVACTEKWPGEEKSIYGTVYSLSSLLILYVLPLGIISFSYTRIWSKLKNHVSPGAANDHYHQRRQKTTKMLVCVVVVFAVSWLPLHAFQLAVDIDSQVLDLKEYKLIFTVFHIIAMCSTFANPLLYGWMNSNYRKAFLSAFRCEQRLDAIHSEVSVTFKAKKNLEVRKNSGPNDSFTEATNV
Active calls of the source: *; nt = not tested or not shown.

Under each structure – Phagocytosis inh	Yeast life ext	PTEN del growth	NPY Y2 blocker	BB579 growth dn	GALR2 blocker	Measles CPE	bCat KO growth	MRP1 act	E-sel TNF inh
CCOCN(C(=O)Cn1c(C(C)O)nc2ccccc21)c1c(C)cccc1CC (configuration not stated)
  nt	nt	90.4	-0.1	-21.2	2.5	16.2	92.2	-2.1	-5.1
Cc1cc2ccccc2c(=O)n1CC(=O)NCC(=O)N(C)C1CCCCC1
  -0.3	0.3	87.4	-0.2	-11.4	5.3	16.9	79.6	-0.8	-2.3
COc1ccc(CC(NC(C)=O)C(=O)N2CCN(C(=O)Nc3cccc(Cl)c3)CC2)cc1OC (configuration not stated)
  nt	nt	93.7	3.1	-35.5	-9.0	19.9	104.5	-2.0	-6.5
CN1CCOc2cc(S(=O)(=O)Nc3ccc(F)cc3)ccc21
  -2.2	-6.8	75.7	-1.3	31.7	13.8	7.4	73.8	-1.8	nt
O=C(Cc1cccs1)NNC(=S)NC(=O)c1ccc(F)c(F)c1
  -5.8	0.8	98.1	4.2	-19.1	1.7	2.0	98.2	1.8	76.1*
COCCCNC(=O)CCC(=O)Nc1ccc2nc(N3CCOCC3)cc(C)c2c1
  -2.6	-15.4	93.8	1.9	-33.7	1.0	11.1	101.3	-0.8	1.4
COc1cccc(NC(=O)CSc2nc3ccccc3c(=O)n2CCCC(=O)N2CCCC2)c1
  -1.2	-4.9	92.7	1.6	-97.7	2.2	9.6	96.4	-2.5	nt
COC(=O)c1cccnc1-n1c(=O)c2cccnc2n(Cc2cccc(OC)c2)c1=O
  0.3	1.5	95.0	nt	-11.2	nt	12.5	96.5	-2.3	nt
CC(=O)c1ccc(NC(=O)CSCC(=O)Nc2ccc3ccccc3c2)cc1
  nt	-10.6	96.6	-1.6	-39.5	6.5	6.7	101.3	0.2	12.3
O=C(NCc1ccccn1)c1ccc(CNS(=O)(=O)c2ccc(F)cc2)cc1
  nt	4.8	89.6	6.4	-8.4	-9.8	nt	84.1	-0.5	nt
COc1ccc(C(=O)Cn2nnc(-c3cccs3)n2)cc1
  3.5	-8.6	98.0	5.7	-46.1	4.5	5.6	93.8	0.3	-18.5
O=C(O)CC(NC(=O)OCc1ccccc1)c1ccc(Br)cc1 (configuration not stated)
  nt	-0.4	89.3	12.3	-29.9	6.5	5.2	95.5	-1.0	4.7
NC12CC3CC(CC(C3)C1)C2
  nt	1.6	84.8	2.4	-0.5	18.2	14.8	75.3	-1.3	nt
Cc1cc(NC(=O)CCN2C(=O)C3C4CCC(C4)C3C2=O)c(C)cc1Br (configuration not stated)
  nt	-5.8	102.0	0.8	-24.9	1.5	2.7	102.5	0.2	14.6
N#Cc1cnc(SCC(=O)Nc2ccccc2C(F)(F)F)nc1N
  nt	nt	84.1	3.1	-8.8	1.1	2.4	91.7	-2.0	-10.5
CCC(=O)N(CCO)Cc1cc2ccc(C)c(C)c2[nH]c1=O
  2.6	-3.4	108.9	2.4	-0.2	-0.5	7.4	94.9	-0.5	-7.9
CCC(C)NC(=O)CSc1nc2ccsc2c(=O)n1-c1ccc(OC)cc1 (configuration not stated)
  -2.5	3.2	92.7	-0.7	-14.4	9.5	29.3	97.0	-2.0	11.3
O=C(NC1CCCCC1)NC1CCN(CC(=O)N2CCOCC2)CC1
  -1.9	-1.6	98.1	1.7	-29.1	0.7	5.8	88.9	1.1	nt
NC(=O)c1ccsc1NC(=O)CN1C(=O)C2CC=CCC2C1=O (configuration not stated)
  -1.2	-6.9	94.1	-1.4	-10.3	-1.8	12.0	103.2	-2.5	8.9
C/C(N)=C(/C#N)C(=O)COC(=O)CCSc1ccccc1
  0.2	-6.6	95.7	2.1	3.4	-2.1	13.0	97.6	-4.4	6.7
CCc1cccc(C)c1NC(=O)CN(C)Cc1ccccc1F
  -4.8	9.4	88.0	5.7	-4.7	11.7	4.5	84.6	-2.1	nt
Cc1ccc(C(=O)CC(Nc2ccc(F)cc2)c2ccccc2)cc1 (configuration not stated)
  -3.8	1.2	32.3	2.1	-14.4	10.5	5.7	42.8	-3.6	-39.1
Cc1ccc(-c2nnc(SCC#N)n2N)cc1
  -0.5	-0.8	90.0	-1.7	-29.1	4.1	14.2	79.3	0.5	-10.3
CCOC(=O)c1cc(NC(=O)N2CCOCC2)c(C)nc1C
  -0.6	-4.1	112.1	-3.2	-66.2	0.7	10.4	97.1	-1.2	-2.6
CC(C)n1cc(/C=N\NC(=O)c2cc3c(ccc4ccccc43)o2)c2ccccc21
  0.0	-10.8	90.2	2.3	-92.9	11.9	2.5	100.4	-1.3	-34.5
c1coc(CNc2nc3nonc3nc2NCc2ccco2)c1
  -1.4	-9.1	81.0	3.9	-29.3	-1.5	10.2	40.4	-1.3	13.3
CSc1nsc(SCC(=O)Nc2cccc(C(C)=O)c2)n1
  -0.2	-4.5	89.4	5.0	-61.5	9.2	21.0	80.4	-1.3	9.3
NC(N)=NS(=O)(=O)c1ccc(NC(=S)NC(=O)/C=C/c2ccco2)cc1
  nt	-1.7	50.4	1.3	-5.6	5.9	5.7	55.1	-3.2	10.0
Cc1onc(-c2ccccc2Cl)c1C(=O)Nc1nnc(-c2cccc([N+](=O)[O-])c2)s1
  2.1	-7.3	97.8	-2.3	-15.0	-2.4	11.6	95.0	0.6	1.6
O=C1CC(c2ccccc2)CC(O)=C1C=NCCN1CCN(C(=S)Nc2cccc(Cl)c2)CC1 (configuration not stated)
  nt	51.2	85.2	-1.4	-38.1	-2.6	9.0	93.2	-2.0	-2.5

Looked up above:
NC(N)=NS(=O)(=O)c1ccc(NC(=S)NC(=O)/C=C/c2ccco2)cc1 | E-sel TNF inh: 10.0
O=C1CC(c2ccccc2)CC(O)=C1C=NCCN1CCN(C(=S)Nc2cccc(Cl)c2)CC1 (configuration not stated) | PTEN del growth: 85.2

More compounds
Under each structure – Phagocytosis inh	Yeast life ext	PTEN del growth	NPY Y2 blocker	BB579 growth dn	GALR2 blocker	Measles CPE	bCat KO growth	MRP1 act	E-sel TNF inh
COC(=O)C(C)(C)ONC(=O)Nc1ccc(C)cc1
  -1.9	2.6	101.1	1.6	10.8	0.1	3.7	94.4	3.9	nt
FC(F)(F)c1nc(-c2cccs2)ncc1-c1nnnn1-c1ccc(Cl)cc1
  nt	0.0	29.6	24.6*	-49.9	-5.0	3.8	30.6	-1.1	3.6
CC(C)(C)c1ccc(-c2csc(NNC3=NCCCCC3)n2)cc1
  -1.6	-6.3	77.0	1.3	-62.8	-10.1	4.9	83.9	3.2	16.6
CC(C)CC1(C(=O)NCCc2c[nH]c3ccccc23)C=CCN1C(=O)c1ccccc1 (configuration not stated)
  nt	0.4	76.0	9.4	-48.1	0.7	5.8	78.8	-3.9	nt
Cc1cccc(C)c1NC(=O)CCCSc1nnc(-c2ccco2)n1-c1ccccc1
  -0.8	-10.8	81.0	6.5	-65.0	-10.0	21.6	84.2	-4.5	-20.1
COc1ccc(OC)c(N2CC(O)=C(c3nc4ccccc4s3)C2=N)c1
  nt	-7.5	85.8	3.9	-19.7	5.0	17.9	78.1	-2.8	-8.7
Cc1cccc(C)c1OCC(=O)N1CC2(C)CC1CC(C)(C)C2 (configuration not stated)
  -1.0	24.6	106.3	2.5	-57.3	8.4	9.9	92.3	-0.1	3.0
CCOC(=O)Cn1nnnc1C(CC)N(Cc1cccs1)Cc1cc2cc(C)ccc2[nH]c1=O (configuration not stated)
  -0.4	-5.7	51.5	7.2	-14.3	-16.3	5.5	54.6	-2.7	14.5
CCOC(=O)c1c(NC(=O)CSc2nc3cccnc3n2C)sc(C(C)=O)c1C
  0.6	-17.7	59.1	4.5	-16.7	5.3	16.0	68.4	-5.4	-19.8
COc1ccc(-c2noc(-c3ccc(Cl)cc3)n2)cc1
  -5.5	nt	nt	3.1	nt	4.8	nt	nt	nt	16.4
CCOc1cc(S(=O)(=O)NCc2ccc3c(c2)OCO3)ccc1F
  -1.8	-2.2	101.4	14.2	-33.9	-2.4	7.5	80.5	-0.1	4.7
COc1ccc(C2=CC(c3cc(OC)c(OC)c(OC)c3)NC(=S)N2)cc1 (configuration not stated)
  0.6	-7.0	37.9	3.5	-42.0	-15.8	21.1	32.7	-1.2	11.4
CC(=O)c1ccc(OCC(O)Cn2nnc3ccccc32)cc1 (configuration not stated)
  -0.6	-10.2	82.7	1.0	-22.4	-12.9	7.6	90.2	0.3	nt
Cc1ccc(C(=O)NC=C(Cl)Cl)cc1
  -0.3	-7.6	95.4	3.2	-25.8	7.3	16.6	93.2	-3.0	-0.4
COc1ccc(S(=O)(=O)Nc2ccc(Cl)cn2)c(C)c1C
  -1.0	-1.4	91.8	-13.1	-21.4	4.8	12.8	98.9	-3.0	0.8
COc1ccc(S(=O)(=O)Nc2ccc(S(=O)(=O)N(C)C)cc2)cc1[N+](=O)[O-]
  0.1	2.6	89.5	2.9	-20.1	-3.6	5.2	91.8	-1.7	nt
CCOC(=O)C1CCN(c2nc(C)nc3c2oc2ccccc23)CC1
  nt	-9.1	77.9	nt	-48.5	nt	20.6	74.1	0.9	nt
Cc1ccc(C)c(N2CCN(C(=O)c3ccc(NS(=O)(=O)c4c(C)noc4C)cc3)CC2)c1
  0.2	-2.9	72.0	0.8	-32.2	0.6	20.5	85.5	3.5	12.3
c1ccc(-c2ccc(-c3csnn3)cc2)cc1
  nt	-24.1	103.5	-1.1	-43.0	-3.8	5.0	96.7	0.4	-10.8
CN(c1ccc([N+](=O)[O-])cc1C(=O)Nc1ccccc1)C1CCCCC1
  -0.4	-9.8	65.3	6.2	-4.0	-6.3	4.5	77.3	-4.2	-68.5
CC(C)NCC(O)COCCOc1ccc(Br)cc1 (configuration not stated)
  -2.4	1.2	75.6	3.3	-4.7	11.7	3.3	71.3	-1.4	2.5
O=C1Nc2ccccc2C12OCCCCO2
  3.1	-12.6	94.1	-0.9	4.1	-4.9	4.9	84.2	-2.7	1.9
Cc1ccc2c(c1)nnn2C1CCN(CC(=O)N2c3ccccc3CC2C)CC1 (configuration not stated)
  nt	6.1	72.7	6.7	-39.5	-12.0	6.4	79.6	-3.4	-15.9
CCCNS(=O)(=O)c1ccc(CCC(=O)NCc2cccnc2)cc1
  0.1	-11.0	100.5	-3.3	-23.5	-1.9	2.5	107.2	-1.3	19.3
CCOC(=O)N1CCN(C(=O)C(CC)n2nc(C)c3sc4ccccc4c3c2=O)CC1 (configuration not stated)
  nt	3.1	68.1	0.7	-26.2	-0.3	19.3	64.8	-1.9	-0.1
CCC(C(=O)N1CCN(c2ccccn2)CC1)n1nc(C)n2c(cc3occc32)c1=O (configuration not stated)
  -0.8	-12.1	94.0	3.0	-9.9	6.3	2.3	83.5	-4.7	nt
O=C(O)CCc1ccc(-c2ccc(Br)cc2)n1CC(=O)O
  2.3	-7.0	102.2	2.5	-7.2	0.7	23.0	109.2	0.4	-43.4
Cc1c(C(=O)Nc2ccc(Cl)cc2)c2ccccn2c1CCc1ccncc1
  -3.2	-5.6	59.3	-0.4	-18.6	13.3	7.9	51.1	3.0	nt
